EPAC1 antag = blocks human EPAC1 exchange factor. Potency, µM (titrated, usually from 115 µM), inactives show top-dose activity change, negative = inhibition, hits mostly inhibitors. hit rate 0.14% among 360,000. EPAC1 GEF assay, Rap1b-BODIPY-GDP exchange fluorescence. AID 720709;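 further: potency means the concentration at half of the fitted maximal effect; plate controls were vehicle for no effect and positive control for full effect; nearly all actives have a fitted effect of over 50% in size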
Target sequence (O95398 whole entry, looked up): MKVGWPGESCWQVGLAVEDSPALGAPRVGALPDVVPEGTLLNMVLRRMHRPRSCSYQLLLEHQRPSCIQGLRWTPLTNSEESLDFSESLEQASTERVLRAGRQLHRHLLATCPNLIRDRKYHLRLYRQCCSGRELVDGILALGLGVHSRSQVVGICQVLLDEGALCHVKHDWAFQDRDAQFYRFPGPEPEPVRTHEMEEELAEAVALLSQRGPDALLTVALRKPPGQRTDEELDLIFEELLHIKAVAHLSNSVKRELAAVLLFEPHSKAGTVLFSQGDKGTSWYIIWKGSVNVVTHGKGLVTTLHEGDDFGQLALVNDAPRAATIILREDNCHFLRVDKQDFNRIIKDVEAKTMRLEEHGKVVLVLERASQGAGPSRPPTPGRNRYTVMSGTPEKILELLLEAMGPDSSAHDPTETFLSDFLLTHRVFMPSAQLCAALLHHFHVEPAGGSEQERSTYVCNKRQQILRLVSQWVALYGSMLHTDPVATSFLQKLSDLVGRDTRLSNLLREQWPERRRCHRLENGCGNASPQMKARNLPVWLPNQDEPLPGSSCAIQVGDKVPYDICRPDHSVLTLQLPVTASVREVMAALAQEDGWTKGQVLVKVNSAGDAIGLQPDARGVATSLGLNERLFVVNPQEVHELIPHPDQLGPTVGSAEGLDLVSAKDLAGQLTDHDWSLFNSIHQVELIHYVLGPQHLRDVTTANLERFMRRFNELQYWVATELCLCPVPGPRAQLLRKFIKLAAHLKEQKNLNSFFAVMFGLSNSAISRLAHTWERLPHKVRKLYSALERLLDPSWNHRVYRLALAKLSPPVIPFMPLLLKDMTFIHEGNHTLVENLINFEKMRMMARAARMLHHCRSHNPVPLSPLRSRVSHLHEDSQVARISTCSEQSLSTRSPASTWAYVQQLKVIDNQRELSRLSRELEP
PI5P4K alpha inh = PI5P4K alpha (human) kinase inhibition. P48426. PI5P4Kalpha enzyme, ADP-Glo luminescence, 60 min; active compounds read low. max response, %. hit rate 1.2% among 330,000. AID 652105; active means max response of -50% or lower; inconclusive means between -30% and -50%; inactive means -30% or higher; further: value at the top dose of about 77 µM; on the % scale 0 is the no-effect control and ±100 the full control effect
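Single end-point luminescence (ADP-Glo) quantified ADP from PI5P4Kalpha turnover; ATP 5 microM final, 1 h at RT, 0.1% CHAPS and 0.28 mM EGTA in HEPES pH 7.4.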
GLP1R ag = GLP-1 receptor (human) agonism | P43220 | HEK293 GLP-1R CRE-luciferase, luminescence, 4-6 h; cells express a hypersensitive GLP-1R form | Potency, µM (highest dose often 45.6 µM), inactives show top-dose activation, hits mostly activators | hit rate 0.007% among 380,000 | AID 624172; further: potency means the concentration at half of the fitted maximal effect; % of control where 0% means no effect
PLK1 PBD block = PLK1 (human) polo-box domain binding inhibition; P53350; AID 720504; Potency, µM, without a hit: max response, negative = inhibition, hits mostly inhibitors; hit rate 2.8% among 360,000; Plk1 PBD binding of FITC phosphopeptide, fluorescence polarization; further: potency means the concentration at half of the fitted maximal effect; series mostly up to about 57 µM; on the % scale 0 is the no-effect control and ±100 the full control effect; nearly all actives have a fitted effect of over 65% in size
IL2 activator = IL-2 activation | IL-2 activation reporter assay, cell-based qHTS; stimulated with anti-CD3/CD4/CD28 beads; in transgenic mouse T cells | activation, % (series mostly up to about 46 µM) | hit rate 0.065% among 360,000 | AID 652025; in the data active means activation above about 50%; inconclusive means mostly about 30% to 49%; further: 0% is about no effect
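Unstimulated transgenic mouse T cells preincubated 60 min with compound, then stimulated with anti-CD3/anti-CD4-coated beads plus anti-CD28 for 18 h at 37 degrees C. IL-2 response read as EGFP and DsRed fluorescence by plate cytometry.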
HEK293 tox = cytotoxicity in counter-screen for GLP-1R inverse agonists | HEK293 cAMP-luciferase reporter cells, luminescence, 24 h | Potency, µM (doses to about 38.3 µM), for the others: at the top dose activity change, negative = inhibition, actives largely listed as inhibitors | hit rate 0.13% among 410,000;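 further: loss of luciferase light is scored as toxicity; potency means the concentration at half of the fitted maximal effect; on the % scale 0 is the no-effect control and ±100 the full control effect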
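1536-well qHTS counterscreen of the MLSMR; 200 cells/uL, 12 h pre-incubation, 23 nL cpd, 24 h at 37 deg C 5% CO2, luciferase detection reagent, 12 min RT, luminescence. Inhibition = undesired.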
GLP-1R inv ag = GLP-1 receptor (human) inverse agonism; HEK293 GLP-1R CRE-luciferase, luminescence, 24 h; GLP-1R form is constitutively active; Potency, µM (top dose mostly 38.3 µM), for inactives: at the highest dose activity change, negative = inhibition, actives largely listed as inhibitors; hit rate 1.6% among 410,000; AID 624417; further: potency means the concentration at half of the fitted maximal effect; on the % scale 0 is the no-effect control and ±100 the full control effect; nearly all actives have a fitted effect of over 55% in size
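Luminescence readout: a drop in cAMP-driven luciferase signal flags inverse agonism at a constitutively active GLP-1R stably expressed in HEK293. Compound exposure lasted 24 hr at 37 deg C, 5% CO2.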
EPAC1 ag = EPAC1 (human) agonism; O95398; EPAC1 agonist qHTS, biochemical assay; response scale: 100% = response to 6.5 mM cAMP; Potency, µM (highest dose often 154 µM), without a hit: top-dose activation, hits mostly activators; hit rate 0.073% among 360,000; AID 720707; further: potency means the concentration at half of the fitted maximal effect; nearly all actives have a fitted effect of over 60% in size
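Fluorescent GDP-exchange assay: 100 nM EPAC1 with 250 nM Rap1B preloaded with BODIPY-GDP and 50 uM GDP; compounds tested as concentration series, 5 min at room temperature, then read every 5 min for 30 min (ex 480/em 540 nm); normalized to 6.5 mM cAMP.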
PTHR1 ag = agonists of human PTHR1 parathyroid hormone receptor; Q03431; HEK293 GP2 PTHR1 cells, GloSensor cAMP luminescence, 1 h; Potency, µM (highest dose often 115 µM), inactives show top-dose activation, actives largely listed as activators; hit rate 0.075% among 410,000; further: potency means the concentration at half of the fitted maximal effect; nearly all actives have a fitted effect of over 55% in size; some results filed as inactive show a strong effect at the top dose; inactives centre near -15; many of its hits are not listed in these tables
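HEK-293-derived GP2 cells expressing PTHR1 and a GloSensor cAMP reporter, 3,000/well, plated overnight, given luciferin plus IBMX (each 0.5 mM as added) for 1 h at 37 °C, then compound for 1 h at 37 °C. Luminescence was read after 15 min at room temperature.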
An asterisk follows results filed as active; i = inactive; ? = inconclusive; . = not tested or not shown; [ ] = remark or other dose. Unless noted, the call rests on the fitted dose curve; in most records, active means well fitted curve in the direction sought with a large enough effect; inconclusive means small, poorly fitted or top-dose-only effect, or another doubt; inactive means no such curve, though single readings can be large; an effect the other way counts as inactive or inconclusive.

Structure	EPAC1 antag	PI5P4K alpha inh	GLP1R ag	PLK1 PBD block	IL2 activator	HEK293 tox	GLP-1R inv ag	EPAC1 ag	PTHR1 ag
O=C(c1cc2cc(Cl)ccc2oc1=O)N1CCN(c2ccccn2)CC1	-3%	0	-4%	5%	1.0	-8%	17%	-15%	4%
Cc1cccc(NC(=O)c2ccc3c(c2)OCCO3)c1C	-21%	-2	3%	0%	-0.4	-7%	-23%	9%	-16%
O=S(=O)(NC1CCCC1)c1cccc(S(=O)(=O)N2CCC(n3nnc4ccccc43)CC2)c1	0%	-10	3%	-2%	-2.7	-23%	-7%	5%	-33%[inhibitor]
CC1(C(=O)NS(=O)(=O)c2ccc(F)cc2F)CCN1C(=O)c1ccco1 (configuration not stated)	-6%	5	-1%	-9%	-0.3	5%	-5%	-5%	-27%
CN(C)C1=C(Cl)C(=O)N(c2ccc(Cl)c(Cl)c2)C1=O	13%	4	-6%	-14%	-0.2	-1%	12%	-5%	i
CC(C)(O)CN(C(=O)C(c1ccccc1)c1ccccc1)C1CCCCC1	0%	0	0%	8%	-5.2	-29%	?	3%	-59%
CCOc1ccc(NC(=O)Cn2cc(C(C)=O)c3ccccc32)cc1	-14%	1	10%	-15%	0.0	2%	-22%	14%	-10%
COc1ccc(-n2nnnc2SCC(=O)NNC(=O)c2ccc([N+](=O)[O-])cc2)cc1	-20%	3	-4%	-7%	-2.5	10%	2%	3%	-7%
CCOC(=O)C1CCN(S(=O)(=O)c2ccc(OC)c(Cl)c2Cl)CC1	8%	.	3%	-5%	-0.2	10%	-1%	4%	-31%[inhibitor]
COc1ccc(NS(=O)(=O)c2ccc3nc(-c4ccccc4)[nH]c3c2)cc1	.	.	0%	.	.	-11%	3%	.	-1%
O=C(NCC1CCCO1)c1cc2c([nH]c3ccccc32)c(-c2cccc(Cl)c2)n1 (configuration not stated)	-19%	-14	-1%	3%	-0.7	-28%	?	-12%	-4%
COC(=O)[C@@]12CCCN1[C@H](c1ccc(-c3ccc(F)cc3)c(OC)c1)[C@H]1C(=O)N(C)C(=O)[C@H]12	-7%	-4	-2%	-19%	-0.4	-3%	3%	-5%	-27%
CCc1ccc(S(=O)(=O)Nc2cc(SCC(=O)O)c(O)c3ccccc23)cc1	89µM*	?	2%	1.2µM*	-0.9	1%	-2%	?	-31%[inhibitor]
CN1CCN(C(=O)c2ccc3c(Cl)c4c(nc3c2)CCCC4)CC1	5%	12	12%	-10%	-0.6	-13%	8%	3%	i
COc1ccc(S(=O)(=O)Nc2nnc(CC(C)(C)C)s2)cc1	0%	4	0%	30µM*	0.2	9%	0%	1%	-13%
Cc1nc(C)c(C(=O)C2=C(O)C(=O)N(CCCn3ccnc3)C2c2ccccc2)s1 (configuration not stated)	-9%	-11	-5%	-14%	0.4	0%	-4%	-8%	i
Cn1c(=O)n(Cc2ccccc2)c(=O)c2c1nc1n2CCCN1CCc1ccccc1	-29%	.	-13%	-11%	0.0	-6%	?	6%	i
c1ccc2c(c1)COc1c3cc4c(cc3nn1-2)OCO4	4%	10	3%	-2%	4.5	7%	1%	12%	-18%
CCS(=O)(=O)Nc1cccc(-c2nc3cccnc3s2)c1C	7%	3	16%	-6%	-3.5	-14%	-21%	5%	-46%[inhibitor]
CCOC(=O)C1=C(CC)Nc2ccccc2N/C1=N\S(=O)(=O)c1cccc(C(C)=O)c1	-7%	-1	-7%	-7%	-0.9	-23%	-40%	-5%	-17%
Nc1nonc1-n1nnc(C(=O)N/N=C/c2ccccc2O)c1CN1CCCC1	-2%	-1	-1%	-12%	2.0	-18%	?	-2%	-19%
Nc1n[nH]c2c1C1(CCCC1)Cc1ccccc1-2	1%	0	-16%	1%	-0.2	0%	?	5%	i
Cc1ccc(S(=O)(=O)N2CCOCC2)cc1NC(=O)COC(=O)Cc1cccs1	-8%	3	-9%	-8%	-4.7	-3%	0%	5%	-17%
O=C1CCCC2=C1C(c1cccs1)n1nc(SCc3ccccc3)nc1N2 (configuration not stated)	?	.	6%	-7%	-0.9	-11%	-12%	20%	i
c1ccc(COc2ccc(OCCN3CCCCC3)cc2)cc1	2%	1	4%	-2%	0.2	-18%	?	1%	i
Cc1noc(C)c1C(=O)N1CCN(Cc2ccccc2)CC1	8%	-7	-1%	-2%	0.3	-12%	1%	-1%	-4%
Cc1ccc(C(NC(=O)c2cccc(S(=O)(=O)N3CCN(C)CC3)c2)c2ccccc2)cc1 (configuration not stated)	9%	1	1%	5%	0.7	-8%	?	1%	i
CCn1cc(CN2CCCC(CNC(=O)COc3ccccc3OC)C2)c(C)n1 (configuration not stated)	17%	4	12%	-11%	-0.5	-14%	-4%	17%	i
Cc1nn(C)cc1CNC(=O)c1cnn2c1NC(c1ccc(Br)cc1)CC2C(F)(F)F (configuration not stated)	2%	.	12%	-2%	3.1	?	?	-1%	-23%[57.5 µM]
Cc1c(C(=O)Nc2ccc(F)cc2)oc2ccc(S(=O)(=O)N3CCC4(CC3)OCCO4)cc12	7%	.	6%	-1%	-2.4	-3%	0%	5%	-21%[57.5 µM]
COc1ccc(NC2=CC(=O)CC(c3ccc(C)cc3)C2)c(OC)c1 (configuration not stated)	2%	-8	8%	?	-0.4	0%	-1%	9%	-2%
Cc1cc(C(=O)NCCCc2ccccc2)no1	14%	.	2%	2%	-2.1	-2%	1%	1%	-2%[57.5 µM]
Cc1cccc(-c2oc3ccc(-c4ccc5c(c4)OCO5)cc3c2C(=O)OCc2ccc(O)cc2)c1	17%	18	0%	?	-4.6	5%	-16%	0%	11%
CC1Cc2ccccc2N1C(=O)C1CCN(S(=O)(=O)c2cccs2)CC1 (configuration not stated)	21%	.	1%	0%	-1.3	2%	11%	-4%	-17%[57.5 µM]
O=C(Nc1cccnc1Cl)c1ccc(Cl)cc1	-6%	-4	14%	-13%	-1.2	-3%	45%[activator]	7%	-23%
CC(=O)NC(c1cccc(F)c1)c1nc(-c2cc(F)cc(Cl)c2)cs1 (configuration not stated)	-10%	1	-1%	-11%	0.2	8%	-5%	-8%	9%
O=C(COC(=O)/C=C/c1ccc(Cl)cc1)Nc1cccc(S(=O)(=O)NC2=NCCCCC2)c1	-3%	1	1%	-4%	0.4	-4%	?	21%	-21%
Cc1ccnc(NC(=O)Cc2ccc([N+](=O)[O-])cc2)c1	-14%	0	5%	-17%	-1.0	5%	-14%	-9%	i
O=C(Nc1c(C(=O)Nc2ccccc2)cnn1-c1ccccc1)c1ccco1	6%	.	0%	-6%	0.6	-12%	-19%	3%	i
COc1ccc(CNC(c2ccccc2)c2ccc(Cl)cc2)cc1 (configuration not stated)	-3%	1	5%	0%	1.6	0%	?	4%	-5%
Cc1cccc2sc(NC(=O)C3CCCO3)nc12 (configuration not stated)	4%	.	1%	-16%	-1.5	11%	10%	10%	i
CCCS(=O)(=O)Nc1cccc(-c2cn3c(n2)SCC3)c1	-14%	-1	-2%	?	0.2	-6%	-23%	-11%	i
Cc1cc(NS(=O)(=O)c2ccc(NC(=O)NC(C)(C(F)(F)F)C(F)(F)F)cc2)no1	13%	.	-12%	-9%	-3.1	0%	1%	1%	-3%[57.5 µM]
CCN1CCc2[nH]c3ccccc3c2C1	-5%	1	-2%	-3%	-0.4	18%	1%	-5%	-11%
CCN(Cc1ccc(OC)c(F)c1)C(=O)/C=C/c1ccc(S(=O)(=O)N2CCOCC2)cc1	-21%	-5	3%	-16%	-0.2	5%	53%[activator]	8%	-59%[inhibitor]
CCOC(=O)C1CCC(CNCc2ccccc2C)CC1 (configuration not stated)	9%	2	4%	-24%	2.0	5%[7.66 µM]	40%[activator][7.66 µM]	14%	i
Cc1ccccc1-n1c(N)cc(=O)[nH]c1=S	-2%	.	-4%	-4%	-1.5	-11%	-5%	6%	i
Cc1cccc(N2CCN(S(=O)(=O)c3ccc4c(c3)OCCO4)CC2)c1C	2%	1	4%	2%	0.4	71%[activator]	?	1%	-15%
O=S(=O)(Cc1nnnn1-c1ccccc1)c1ccccc1	26%	7	-5%	1%	-3.4	0%	2%	-1%	-26%
O=C(CC1(O)C(=O)N(CCc2ccccc2)c2ccccc21)c1ccccn1 (configuration not stated)	-21%	8	2%	-5%	5.7	-6%	3%	-5%	-23%

Carrying on:
Structure	EPAC1 antag	PI5P4K alpha inh	GLP1R ag	PLK1 PBD block	IL2 activator	HEK293 tox	GLP-1R inv ag	EPAC1 ag	PTHR1 ag
Cc1ccc2cc(CCNC(=O)c3cccs3)c(=O)[nH]c2c1	-17%	0	6%	-17%	0.2	-3%	-6%	-6%	-40%
C/C(CC1CC(COCCC(C)C)OC1=O)=N\NC(N)=S (configuration not stated)	0%	.	-14%	-1%	-2.0	-29%	0%	0%	i
Cc1cc([N+](=O)[O-])cc2ncccc12	-17%	-8	10%	-6%	-3.0	2%	0%	-7%	i
CC(C)CNC(=O)N1CCN(S(=O)(=O)c2ccc3c(ccn3C)c2)CC1	.	.	-5%	.	.	4%	-10%	.	i
CCCCNC(=S)N(CCCO)Cc1cc2cc3c(cc2[nH]c1=O)OCCO3	3%	0	20%	-6%	0.3	-9%	38%[activator]	1%	-23%
COc1ccccc1OCCNC(=O)C(=O)c1c[nH]c2ccccc12	-3%	1	9%	-7%	1.1	-27%	?	11%	-7%
CCn1cc([N+](=O)[O-])c(C(=O)N2CCCCCC2)n1	16%	3	-2%	1%	-1.0	1%	12%	-5%	i
CCOC(=O)C(=O)N1CCN(c2cc3c(cc2[N+](=O)[O-])n(C)c(=O)n3C)CC1	8%	-1	5%	-3%	0.3	4%	19%	-4%	0%
CCOC(=O)c1cccc(NC(=O)CSc2nnnn2CC)c1	-4%	5	-5%	-6%	-3.0	-11%	-12%	-5%	i

Only part of the results is shown; rates above refer to the full screens.
